Screens (PubChem)
EWS-Fli block = blocks EWS/Fli oncoprotein-driven transcription. AID 651661. A673 NR0B1-luciferase reporter, viability-normalised. 350,000 tested, 0.67% active. inhibition, % at 12.6 µM;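 active = mean inhibition of at least 50% after viability correction, with every replicate also passing that limit; inconclusive = mean reaches 50% but only one of two replicates passes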;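 also: firefly luciferase signal divided by Alamar Blue viability fluorescence both relative to DMSO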
FN deposit inh = fibronectin deposition inhibition; inhibition, % at 12.6 µM; 350,000 tested, 0.086% active; AH1F fibroblasts, Alexa488-fibronectin deposition fluorescence, overnight; AID 743247;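 active = mean inhibition across replicates of 30% or more, regardless of how many single replicates reach that level; inconclusive = mean under 30% yet at least half of replicates reach 30%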;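 also: positive control wells lacked labelled fibronectin entirely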
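Measured by – fluorescence 485/525 nm · System – AH1F fibroblast monolayer, labelled fibronectin deposition · Amount – 10000 cells per well · Buffer or medium – serum-reduced DMEM (2% serum) · Doses – single dose, pinned · Also added – fluorescent fibronectin at 24 nM final · Schedule – 1 h cell attachment, overnight exposure to compound and label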
PAX8 inh HTS = inhibitors of PAX8 transcriptional activity in RMG-I cells; RMG-I TPO-luciferase reporter, SteadyGlo, 24 h; inhibition, % at 12.6 µM; 360,000 tested, 1.2% active; AID 652154;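 active = mean replicate inhibition at least 60% with every replicate also reaching 60%; inconclusive = only one of the two criteria is met; inactive = mean below 60% and not all replicates reaching 60%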;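 also: luciferase light reporting Pax8 driven TPO promoter activity; plate controls were median of neutral control wells for no effect and mitoxantrone controls for full effect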
F508del corr = CFTR F508del correction in bronchial cells; 350,000 tested, 0.36% active; activity (quench increase), % at 7.58 µM; CFBE cells, YFP halide quenching; stimulated with forskolin plus potentiator P3; % fluorescence drop versus neutral controls;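 active = mean added fluorescence quench of at least 8% versus neutral control, with both replicates also reaching 8%; inconclusive = only one of the mean or replicate conditions met; inactive = mean below 8% and not both replicates reaching 8%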;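 also: cells transiently co-express mutant CFTR-F508del with the halide-sensitive YFP; corrector assay measuring rescue of mutant channel to the surface after 24 h compound exposure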
DENV2 CPE rescue = inhibitors of DENV2 cytopathic effect | DENV2-infected cells, cytopathic effect rescue, plate reader | CPE inhibition, % at 9.99 µM | 350,000 tested, 1.7% active; in the data active = CPE inhibition above about 20%, passing the limit was not always enough; inconclusive = no clear call, values can overlap the other calls; tested in BHK-21 cells;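 also: 0% = median of neutral control wells and 100% = median of positive control wells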
GSIS activator = primary screen for activators of insulin secretion dependent on glucose, INS-1E cells, GLuc reporter luminescence; activation, % at 16.6 µM; INS-1E GLuc reporter insulin secretion, 2-3 h; AID 743287; 370,000 tested, 0.61% active;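 active = lowest replicate activation of at least 40%, so every replicate reaches that level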;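 also: 0% = median of neutral control wells and 100% = median of IBMX positive control wells; some compounds called inactive have numbers as strong as hits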
miR122 inh = blocks miR-122 activity in Huh7 sensor cells | activation (reporter increase), % at 12.5 µM | Huh7 miR-122 Renilla luciferase sensor, 48 h; neutral wells = 0, positive control = 100 | 340,000 tested, 0.3% active;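 active = mean replicate activation score at least 90 and every replicate individually at or above 90; inconclusive = only one of the two criteria met; inactive = neither criterion met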;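 also: higher luciferase means less miR-122 activity so hits act as miR-122 inhibitors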
* = called active by the depositor; ? = inconclusive; / = no result given; & = joins results of further samples; ! = a repeat was not active; [ ] = another dose, or the depositor's remark.

SMILES | EWS-Fli block | FN deposit inh | PAX8 inh HTS | F508del corr | DENV2 CPE rescue | GSIS activator | miR122 inh
COCC#Cc1ccc([C@@H]2[C@@H](CO)N3C(=O)CN(C(=O)C4CCC4)C[C@H]23)cc1 | 0 | -16 | -5 | 1.6 | -2 | -6 | /
COCC(=O)N1[C@@H](CO)[C@@H]2c3ccccc3N(C(=O)Nc3cc(F)ccc3F)C[C@@H]21 | 0 | / | -4 | 0.9 | -5 | 3 | -7[16.7 µM]
C[C@H](CO)N1C[C@H](C)[C@H](CN(C)C(=O)C2CCOCC2)Oc2ncc(C#Cc3cccc(F)c3)cc2C1=O | -9 | / | / | 1.4 | / | -2 | -2[16.7 µM]
O=C(Nc1ccc(F)cc1)N1CCCCN2[C@@H](CO)[C@@H](c3ccc(C#Cc4ccccn4)cc3)[C@@H]2C1 | 5 | / | 9 | 1.4 | -5 | -13 | -9[16.7 µM]
O=C(CO/N=C/c1ccccc1Cl)N1CCCc2ccccc21 | / | 8 | 9 | / | / | 22 | 1
O=C(NCC1CC1)C1Cc2c(-c3ccccc3Oc3ccccc3)ccnc2O1 (stereo not drawn) | -6 | 9 | 1 | -3.4 | 19 | -27 | -3
Cc1ccc(S(=O)(=O)N2CCN(C(=O)Cn3c(=O)cnc4ccccc43)CC2)c(C)c1 | 2 | -17 | 9 | 3.6 | 7 | -9 | /
CN1C(=O)c2cc(NC(=O)C3CCOCC3)ccc2OC[C@@H]2O[C@H](CC(=O)O)CC[C@@H]21 | -1 | 4 | 16 | -1.9 | / | 2 | -2[16.7 µM]
CC(=O)Nc1ccc(NS(=O)(=O)c2ccc(C)cc2)c([N+](=O)[O-])c1 | 10 | / | 20 | 1.7 | -4 | -3 | /
CC(C)CC(NC(=O)CC12CC3CC(CC(C3)C1)C2)C(=O)NC1=NCCS1 (stereo not drawn) | -5 | -6 | -16 | 2.1 | 16 | 1 | /
Oc1ccc(N=Nc2ccc3c(c2)OCCO3)c(O)c1 | 32 | 13 | -45 | 0.7 | -4 | -36 | -6
O=C(CNS(=O)(=O)c1ccc(F)c(Cl)c1)NCCc1ccccc1 | 3 | 4 | 33 | 3.9 | 3 | 1 | /
CNC(=O)C[C@@H]1CC[C@@H]2[C@H](COC[C@@H](O)CN2C(=O)Nc2ccc(Cl)c(Cl)c2)O1 | -13 | -10 | -10 | -0.2 | 15 | -18 | 9[16.7 µM]
O=C(CSc1nc2nn(-c3ccccc3)c(=O)c-2c2n1CCCCC2)Nc1ccccc1[N+](=O)[O-] | 4 | 4 | 32 | 1.0 | -3 | 2 | 5
CCC(CO)Oc1cc(NCc2ccccc2F)c2ncn(C(C)C)c2c1 (stereo not drawn) | 4 | 12 | 5 | 3.8 | 4 | -7 | -1
Cc1ccc(S(=O)(=O)Nc2ccc3nc(-c4cccn4C)[nH]c3c2)cc1 | / | -4 | -4 | / | / | / | -2
COc1cc(CN2CC3(CCN(S(=O)(=O)c4cccc(F)c4)CC3)c3c([nH]c4cc(OC)ccc34)[C@@H]2CO)cc(OC)c1 | 7 | / | 16 | -0.7 | 15 | 17 | /
COC(=O)Cc1ccc(NC(=S)N2CCN(c3ccc(F)cc3)CC2)cc1 | / | 3 | 9 | / | / | -23 | -8
NS(=O)(=O)c1ccc2nc(NC(=O)CS(=O)(=O)c3ccc(F)cc3)sc2c1 | / | -7 | 15 | -0.2 | -5 | 4 | -1
Cc1c(NC(=O)C(C)OC(=O)c2cccnc2Cl)c(=O)n(-c2ccccc2)n1C (stereo not drawn) | -3 | -10 | 12 | 1.1 | -6 | 41 | -5
COc1cccc2cc(-c3cc(=O)oc4ccc(O)cc34)oc12 | -1 | 10 | 3 | -2.3 | -3 | 7 | 6
COc1ccc2oc(C(=O)OCC(=O)Nc3ccc(N4CCOCC4)cc3)c(C)c2c1 | -6 | 1 | -27 | 2.4 | 3 | -15 | /
O=C(C[C@H]1CC[C@@H]2[C@H](COC[C@@H](O)CN2Cc2ccc(C(F)(F)F)cc2)O1)N1CCc2ccccc2C1 | / | 6 | / | 0.4 | -1 | -15 | -6[16.7 µM]
CCOC(=O)C1CCN(C(c2cc(OC)c(OC)c(OC)c2)c2sc3nc(C)nn3c2O)CC1 (stereo not drawn) | -2 | 0 | -9 | -3.4 | 10 | 3 | 5

Profiles, looked up by structure. Order of values: EWS-Fli block, FN deposit inh, PAX8 inh HTS, F508del corr, DENV2 CPE rescue, GSIS activator, miR122 inh
Results for `CNC(=O)C[C@@H]1CC[C@@H]2[C@H](COC[C@@H](O)CN2C(=O)Nc2ccc(Cl)c(Cl)c2)O1` : -13, -10, -10, -0.2, 15, -18, 9[16.7 µM]
Results for `COc1cc(CN2CC3(CCN(S(=O)(=O)c4cccc(F)c4)CC3)c3c([nH]c4cc(OC)ccc34)[C@@H]2CO)cc(OC)c1` : 7, /, 16, -0.7, 15, 17, /
Results for `COC(=O)Cc1ccc(NC(=S)N2CCN(c3ccc(F)cc3)CC2)cc1` : /, 3, 9, /, /, -23, -8

The list goes on:
SMILES | EWS-Fli block | FN deposit inh | PAX8 inh HTS | F508del corr | DENV2 CPE rescue | GSIS activator | miR122 inh
COc1cccc(NC(=O)N(C)C[C@@H]2Oc3ncc(C#Cc4cccnc4)cc3C(=O)N([C@H](C)CO)C[C@@H]2C)c1 | 6 | / | 5 | 1.7 | 3 | -36 | -2[16.7 µM]
CC(=O)Cn1c(CN2CCN(C(=O)c3ccco3)CC2)nc2c1c(=O)n(C)c(=O)n2C | -3 | 3 | 6 | -2.6 | ? | 19 | 0
Cc1nc(Cl)sc1C(=O)Nc1ccc(Cl)cc1 | -40 | -3 | -12 | 0.0 | ? | / | -5
C[C@@H]1CN([C@H](C)CO)S(=O)(=O)c2ccc(-c3ccncc3)cc2O[C@@H]1CN(C)Cc1ccccc1 | 5 | / | / | 3.7 | 6 | 1 | 11[16.7 µM]
O=C(NC(Cc1c[nH]c2ccccc12)C(=O)Nc1ccc(F)cc1)c1cccs1 (stereo not drawn) | / | 4 | 11 | / | / | -2 | 8
CC1CN(S(=O)(=O)c2cccs2)CC(C)O1 (stereo not drawn) | 4 | / | / | -3.8 | 5 | 5 | -7
COc1ccc(C(=O)N/C(=C/c2ccco2)C(=O)N2CCCCCC2)cc1 | / | 8 | -20 | -1.8 | 3 | 2 | 2
O=C(c1cccs1)N1CCN=C1SCc1ccc(Cl)cc1 | -10 | / | -3 | -0.7 | 2 | 20 | /
CCOC(=O)/C(C#N)=C/C1=C(N2CCOCC2)CC(C)(C)OC1 | 3 | -3 | -5 | -1.3 | 3 | 4 | -8
CCn1nc(C)c(CNC(=O)CC2C(=O)NCCN2Cc2ccc(C)o2)c1C (stereo not drawn) | 9 | -10 | -8 | 1.2 | -2 | -1 | /
C[C@H]1CCCCO[C@H](CN(C)C(=O)Nc2ccccc2)[C@@H](C)CN([C@@H](C)CO)C(=O)c2cc(NC(=O)c3ccncc3)ccc2O1 | 3 | -5 | -14 | -0.7 | 0 | -5 | 7[16.7 µM]
COc1ccc(S(=O)(=O)N(C)C[C@H]2Oc3ccc(NC(=O)CCN4CCOCC4)cc3C(=O)N([C@@H](C)CO)C[C@@H]2C)cc1 | 0 | -2 | / | -1.5 | 1 | 4 | 3[16.7 µM]
O=C(COC(=O)CCCc1nc2ccccc2s1)NC(=O)NCc1ccco1 | 6 | -5 | -7 | 0.8 | 6 | -18 | 0
C[C@H]1CCCCO[C@@H](CN(C)Cc2ccc(C(=O)O)cc2)[C@@H](C)CN([C@@H](C)CO)C(=O)c2cc(NC(=O)Nc3cccc4ccccc34)ccc2O1 | -10 | / | -13 | -1.0 | -1 | 0 | -2[16.7 µM]
C[C@@H]1CCCCO[C@H](CN(C)S(=O)(=O)c2ccccc2)[C@H](C)CN([C@@H](C)CO)C(=O)c2cc(NS(=O)(=O)c3cn(C)cn3)ccc2O1 | 4 | -5 | 16 | 0.1 | -2 | 5 | 6[16.7 µM]
O=C(NCCc1cn2ccccc2n1)C1CCCCC1 | 5 | -3 | -7 | -4.0 | 12 | / | /
COCC(=O)Nc1ccc2c(c1)C(=O)N(C)C[C@H](OC)[C@H](C)CN(C(=O)c1ccccc1F)[C@H](C)CO2 | 9 | -4 | 3 | -1.7 | 3 | 9 | -2[16.7 µM]
Cc1cccc(C(=O)NCCC(=O)Nc2ccc(C)c(F)c2)c1 | 1 | -7 | 3 | -0.2 | -3 | -6 | 0
Cc1ccc2nc3c(cc(S(=O)(=O)c4ccccc4)c(=N)n3C3CCCC3)c(=O)n2c1 | -120 | / | -23 | -3.0 | 2 | 2 | -3
CCn1c(=N)n(CCOc2ccc(OC)cc2)c2ccccc21 | / | -6 | -8 | / | / | / | -4
O=C(NCc1ccccc1F)C1CCCN(S(=O)(=O)N2CCOCC2)C1 (stereo not drawn) | / | -9 | -14 | -1.1 | 5 | -7 | -3
O=P(c1ccccc1)(c1ccccc1)c1ccc(O)cc1 | 11 | 1 | -6 | -1.6 | 4 | 18 | 7
COc1ccc(-n2c(N)c(C(=O)NCc3ccco3)sc2=S)cc1 | / | 2 | 3 | / | / | / | -8
O=C(C1CCC1)N1CCc2cc(S(=O)(=O)Nc3ccc4c(c3)OCCO4)ccc21 | / | -4 | / | / | / | -4 | 35
CC(C)(C)[C@@H]1COC(=O)[C@H](Cc2ccc(F)cc2)CC/C=C\C[C@@H](CC(=O)NCCO)C(=O)N1 | 0 | -12 | -6 | -0.3 | -7 | 5 | -4
O=C(N/N=C/c1ccccc1C(=O)O)c1ccc(COc2cccc3cccnc23)cc1 | -1 | -12 | 9 | -2.1 | 2 | 3 | /
CCC(C(=O)NCCN1CCOCC1)n1nc(C)n2c(cc3sccc32)c1=O (stereo not drawn) | 11 | 6 | 4 | -2.9 | -4 | -3 | 2
O=C(Nc1cc(Br)ccc1O)C1CC(c2c(F)cccc2Cl)=NO1 (stereo not drawn) | 20 | 5 | 9 | / | 11 | / | 64
CC(C)NC(=O)N(C)C[C@@H]1Oc2cc(C#CC3CC3)ccc2S(=O)(=O)N([C@@H](C)CO)C[C@@H]1C | -1 | / | / | -1.5 | 12 | 0 | 26[16.7 µM]
C[C@H](CO)N1C[C@H](C)[C@@H](CN(C)CC2CCCCC2)Oc2c(NC(=O)C3CC3)cccc2C1=O | -6&-4 | 6 | 11 | -1.2&4.0 | 20 | 1&-23 | 114*![16.7 µM]
C[C@H](CO)N1C[C@H](C)[C@@H](CN(C)S(=O)(=O)c2ccc(C(F)(F)F)cc2)OCc2ccccc2-c2ccccc2C1=O | 9 | -1 | 21 | -0.3 | -2 | -4 | /
c1ccc(-n2c(SCc3nc(-c4cccs4)no3)nnc2-c2ccco2)cc1 | -12 | / | / | 0.4 | 7 | -2 | /
Cc1c(S(=O)(=O)c2ccccn2)c(N)n(Cc2ccccc2)c1C | 2 | -7 | 6 | -1.9 | 4 | 8 | -7
COc1cccc(NC(=O)C(C)NS(=O)(=O)c2ccc(Br)cc2)c1 (stereo not drawn) | / | -8 | -7 | 2.3 | -6 | -11 | -1
NS(=O)(=O)c1ccc(CCNC(=O)CSc2cccs2)cc1 | 1 | -3 | -2 | 0.8 | -3 | -3 | -3
C[C@H](CO)N1C[C@H](C)[C@@H](CN(C)C(=O)Nc2cccc(F)c2)Oc2ncc(C#CCN(C)C)cc2C1=O | 6 | / | / | 0.1 | 1 | 17 | -10[16.7 µM]
CCOc1ccc(C(CN2CCOCC2)C(C)=O)cc1OC (stereo not drawn) | 7 | 13 | 102* | -3.8 | -4 | -5 | /
O=C(COc1ccccc1C(=O)Nc1ccccc1)c1ccc(F)cc1 | -14 | -3 | 7 | / | 1 | 9 | /
O=C(CN1C(=O)C2CC=CCC2C1=O)Nc1ccc(Br)cc1 (stereo not drawn) | / | 6 | / | 2.8 | 0 | -2 | /

No enrichment for hits (roughly 3.9% active in at least one column).
